H37Rv inhibition – M. tuberculosis growth inhibition, HTS (AID 449762); M. tuberculosis H37Rv growth inhibition, 7H9 media; higher % means a stronger effect; inhibition, % at 25 µM, or IC50 in µM where a hit was titrated; 0.59% of 330,000 active; in the data active means a potency from the dose series; inconclusive means inhibition above about 70% without an active follow-up result;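 further: bacterial growth assessed after seven days of incubation; strong numbers were not always called active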
Salmonella PhoP GFP – PhoP regulon inhibitors, Salmonella typhi PhoP promoter GFP reporter, confirmatory (AID 1850); Salmonella Typhi PhoP-promoter GFP reporter, fluorescence, 4 h; higher % means a stronger effect; inhibition, % at 50 µM, or IC50 in µM where a hit was titrated; 0.33% of 310,000 active; in the data active means a potency from the dose series; inconclusive means inhibition mostly from about 25% at the one dose, without a potency; inactive means the rest, 99 in 100 with inhibition below about 19%;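 further: 0% = induced wells with vehicle and 100% = uninduced wells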
influenza NS1A – NS1A inhibition, H1N1 influenza, cell based functional assay (AID 504329); NS1A functional cell-based assay, percent inhibition; higher % means a stronger effect; one-dose inhibition, % at 12.5 µM; IC50 in µM for titrated hits; 0.3% of 340,000 active; in the data active means a potency from the dose series; inconclusive means inhibition above about 27% without an active follow-up result; further: strong numbers were not always called active
VEEV TC-83 Vero – inhibitors of VEEV TC-83 cytopathic effect, confirmation, Vero cells (AID 588727); Vero cells, VEEV TC-83 cytopathic effect inhibition; higher % means a stronger effect; 0.13% of 350,000 active; one-dose inhibition, % at 20 µM; IC50 in µM for titrated hits; in the data active means a potency from the dose series; inconclusive means inhibition mostly from about 14% at the one dose, without a potency; inactive means the rest, 99 in 100 with inhibition below about 12%; further: strong numbers were not always called active
tuberculosis growth – growth inhibition of non-replicating M. tuberculosis (AID 488890); Mycobacterium tuberculosis non-replicating, growth inhibition; higher % means a stronger effect; one-dose inhibition, % at 25 µM; IC50 in µM for titrated hits; 0.39% of 320,000 active; in the data active means a potency from the dose series; inconclusive means inhibition mostly from about 82% at the one dose, without a potency; inactive means the rest, 99 in 100 with inhibition below about 76%;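 further: plate controls were DMSO cells for no effect and high antibiotic wells for full effect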
VEEV TC-83 Vero 10K pilot screen – second read-out of VEEV TC-83 Vero, no call of its own (marks repeat the call); inhibition, %; measured here: 10K pilot screen inhibition
The depositor's hits bear a star; i = inactive; ? = inconclusive; . = not tested or not shown.

SMILES | H37Rv inhibition | Salmonella PhoP GFP | influenza NS1A | VEEV TC-83 Vero | tuberculosis growth | others
COc1nccnc1NS(=O)(=O)c1ccc(NC(=S)NC(=O)c2cccnc2)cc1 | 4% | 25% | -7% | 5.1% | 37%
COc1ccc(COC(=O)C2CCN(C(=O)c3ccc(Cl)cc3)CC2)cc1F | 17% | . | 2% | 8.5% | 80%
O=C(COc1ccccc1[N+](=O)[O-])N1CCC(Cc2ccccc2)CC1 | 3% | 1% | 1% | 0.1% | 27%
CCOC(=O)N1CCC(NC(=O)c2ccc(CS(=O)c3cccc(Cl)c3)o2)CC1 (configuration not stated) | -5% | 0% | 7% | 0.7% | 0%
O=C(NCc1ccon1)C1CCC(=O)N(Cc2cccc(C(F)(F)F)c2)C1 (configuration not stated) | 1% | -8% | 1% | i | -7%
COc1cc(CO)cc(Br)c1OCC(=O)N1CCCCC1 | -3% | -2% | -1% | i | -10%
COc1ccc(CNC(=O)c2cccnc2)cc1 | 1% | 4% | -2% | 1.7% | 68%
CC(C)NC(=O)N(Cc1ccc(Cl)cc1)Cc1cccs1 | -10% | 5% | 9% | i | -8%
Cn1c(CNC2CCCCC2)nc2ccccc21 | 4% | 0% | -10% | i | 26%
C/C(=N/O)c1no[n+]([O-])c1/C(C)=N\O | 8% | -5% | -24% | 1.2% | -1%
COc1ccc(-c2nc(CN3CCN(c4ncccn4)CC3)c(C)o2)cc1C | 2% | 6% | -5% | 0.8% | -9%
CN(C)c1ccc(C(=S)N2CCN(S(=O)(=O)c3ccccc3)CC2)cc1 | 5% | -30% | 9% | 3.5% | 10%
COc1cccc(-c2cc(C(=O)Nc3ccc([N+](=O)[O-])cn3)c3ccccc3n2)c1 | 1% | -6% | 8% | 12% | -6%
Cc1ccc2cccc(OCC(=O)c3cc(C)n(Cc4ccco4)c3C)c2n1 | -6% | -8% | . | . | 43%
O=C(CCc1ccccc1)Nc1nc2n(n1)C(c1ccccc1)CC(=O)N2 (configuration not stated) | -4% | -14% | 8% | 1.3% | 3%
NNc1n[nH]c(=S)n1N | -2% | 5% | -8% | ? | -6%
O=C(CCNC(=O)c1ccco1)Nc1ccc(N2CCOCC2)cc1 | -3% | -6% | -6% | 0.6% | 0%
CCN1CCN(C(=O)C2CCCN(c3ncnc4c3nc3n4CCCCC3)C2)CC1 (configuration not stated) | 6% | -10% | -7% | i | -14%
N#Cc1ccc(-n2nccc2-c2cnc3n(c2=O)CCS3)cc1 | -1% | 5% | -8% | 0.8% | 1%
COc1ccc(S(=O)(=O)Nc2ccccc2C(=O)Nc2nc(-c3ccc(F)cc3)cs2)cc1OC | 2% | -1% | 2% | 2.0% | 2%
CC(=O)NC(Cc1cccc(F)c1)C(=O)NC1CCN(C(=O)c2ccc(C)cc2)CC1 (configuration not stated) | -3% | 4% | 1% | 0.1% | 5%
Cc1ccc(NC(=O)NCc2ccc3[nH]c(C)cc3c2)cc1 | 2% | 9% | 17% | >25µM* | 23%
CC(=O)OCC1=C(C(=O)O)N2C(=O)C(NC(=O)C(C)Cn3nc(C)c(Cl)c3C)C2SC1 (configuration not stated) | 1% | 2% | -10% | 1.8% | 8%
O=C(CSCc1ccccc1)NC1CCSC1=O (configuration not stated) | 0% | -7% | 8% | i | 4%
COc1cccc(C2CC(c3ccccc3Cl)Nc3ncnn32)c1 (configuration not stated) | . | . | -13% | 1.3% | .

Next section; the last 5 above are carried over.
SMILES | H37Rv inhibition | Salmonella PhoP GFP | influenza NS1A | VEEV TC-83 Vero | tuberculosis growth | others
CC(=O)NC(Cc1cccc(F)c1)C(=O)NC1CCN(C(=O)c2ccc(C)cc2)CC1 (configuration not stated) | -3% | 4% | 1% | 0.1% | 5%
Cc1ccc(NC(=O)NCc2ccc3[nH]c(C)cc3c2)cc1 | 2% | 9% | 17% | >25µM* | 23%
CC(=O)OCC1=C(C(=O)O)N2C(=O)C(NC(=O)C(C)Cn3nc(C)c(Cl)c3C)C2SC1 (configuration not stated) | 1% | 2% | -10% | 1.8% | 8%
O=C(CSCc1ccccc1)NC1CCSC1=O (configuration not stated) | 0% | -7% | 8% | i | 4%
COc1cccc(C2CC(c3ccccc3Cl)Nc3ncnn32)c1 (configuration not stated) | . | . | -13% | 1.3% | .
O=C(NCCO)c1ccc2[nH]c3c(c2c1)CCCC3 | -2% | -14% | -1% | 0.1% | 8%
O=C(Nc1ccc(S(=O)(=O)Nc2ncccn2)cc1)C1=COCCO1 | 13% | -7% | 11% | 1.2% | 25%
O=C(N/N=C/c1ccco1)C1CC1c1ccccc1 (configuration not stated) | -3% | -9% | 6% | 0.9% | -9%
C=CCn1cc(/C=C/c2cc[n+](C)cc2)c2ccccc21 | 2% | -77% | -2% | i | 75%
CCOCCn1c(SCc2c(F)cccc2Cl)nc2c1c(=O)[nH]c(=O)n2C | -5% | 1% | 22% | 0.3% | 6%
CCC(C(=O)OC)n1cnc2c(nnn2-c2cccc(OC)c2)c1=O (configuration not stated) | 3% | 3% | 2% | 1.2% | -7%
CCOC(=O)C1=C(C)Nc2nc(C)nn2C1c1ccc(OC)c(OC)c1 (configuration not stated) | -3% | -4% | -2% | 0.7% | 6%
CCn1cc(/C=C(\NC(=O)c2ccccc2)C(=O)NCCCN2CCOCC2)c2ccccc21 | -11% | 5% | 9% | 0.9% | 2%
COc1ccccc1-n1c([S-])c(C(=O)Nc2ccccc2C(F)(F)F)[n+]2ccc(C(=O)NCCO)cc12 | 6% | 9% | -4% | 2.8% | 2% | VEEV TC-83 Vero 10K pilot screen=4.7
Cc1ccccc1-n1nc2c(c1NC(=O)c1cccc(F)c1)CS(=O)C2 (configuration not stated) | -8% | -17% | -15% | 0.4% | 10%
COc1ccc(C(CC(=O)N2CCCC2)C(C)C)cc1 (configuration not stated) | -4% | 3% | 2% | i | -2%
Cc1sc(NC(=O)c2ccco2)c(C(c2cccnc2)N2CCC(C)CC2)c1C (configuration not stated) | 2% | -1% | -7% | 3.1% | 43%
O=C(CN1CCCCC1)c1ccc(OC(F)F)cc1 | 6% | 11% | 15% | i | .
O=C(Nc1ccc(C(=O)O)cc1)/C(=C\c1ccccc1)NC(=O)c1ccccc1 | 0% | -11% | -8% | 0.3% | 10%
COc1ccc(C(=O)c2ccccc2)cc1Br | -19% | 2% | -7% | i | 11%
Cc1nn(C(=O)c2nn(C)cc2[N+](=O)[O-])c(C)c1Cl | -2% | -8% | 1% | 2.9% | -11%
COc1ccc(OCCNc2cc(N3CCOCC3)ccc2[N+](=O)[O-])cc1 | 0% | 5% | 19% | 8.4% | 26%
Cc1ccc(NC(=O)c2noc3c2CCCCC3)cc1C | -4% | -10% | 26% | 3.5% | -3%
CCOc1ccccc1NC(=O)Cn1c(C)cc(COC)c(C#N)c1=O | 0% | -2% | 3% | 2.4% | -7%
Cc1cc(NC(=O)COc2ccccc2C(N)=O)no1 | 5% | . | -18% | 1.4% | 1%
Cc1nn(Cc2ccc(C(=O)N3N=C(C(F)F)CC3(O)C(F)F)cc2)c(C)c1[N+](=O)[O-] (configuration not stated) | 0% | 1% | 1% | i | 76%
C/C(=N/NS(=O)(=O)c1ccc(F)cc1)c1ccc(NC(=O)c2ccc(C)o2)cc1 | -2% | 5% | -2% | 5.6% | 0%
O=C1C2C(C(=O)N1/N=C/c1ccc([N+](=O)[O-])o1)C1C=CC2C12CC2 (configuration not stated) | 19µM* | -7% | -1% | 2.0% | ?
O=C(N[C@@H](Cc1ccccc1)C(=O)OCc1ccccc1)c1nc[nH]c1C(=O)N1CCNCC1 | 3% | . | -6% | i | 21%
CCN1CCN(C(C)C(=O)Nc2c(C)n(C)n(-c3ccccc3)c2=O)CC1 (configuration not stated) | -3% | 4% | 4% | 0.8% | -5%

Grouped by structure, the compounds so far containing bromine.
SMILES | H37Rv inhibition | Salmonella PhoP GFP | influenza NS1A | VEEV TC-83 Vero | tuberculosis growth | others
COc1cc(CO)cc(Br)c1OCC(=O)N1CCCCC1 | -3% | -2% | -1% | i | -10%
COc1ccc(C(=O)c2ccccc2)cc1Br | -19% | 2% | -7% | i | 11%

Additional entries:
SMILES | H37Rv inhibition | Salmonella PhoP GFP | influenza NS1A | VEEV TC-83 Vero | tuberculosis growth | others
Cc1c(NC(=O)C2CC(c3c(F)cccc3Cl)=NO2)c(=O)n(-c2ccccc2)n1C (configuration not stated) | -1% | 7% | -5% | 0.6% | -2%
CN(CCOc1ccc(Br)cc1)CC(O)c1ccccc1 (configuration not stated) | 1% | 7% | 7% | 0.3% | 46%
O=C1NC(=O)N(Cc2ccco2)C(=O)/C1=C\c1cccn1CCOc1ccc(Cl)cc1 | -7% | 5% | -10% | 1.2% | 7.4µM*
O=S(=O)(Nc1cccc(S(=O)(=O)N2CCOCC2)c1)c1cccs1 | -12% | 4% | 14% | 4.0% | -2%
Cc1ccc(C(=O)NCc2cccc(C(F)(F)F)c2)cc1S(=O)(=O)N1CCCCC1 | . | . | -5% | 2.1% | .
O=C(Nc1cccc(C(=O)NC2CC2)c1)c1ccc(Cl)c(S(=O)(=O)N2CCOCC2)c1 | -3% | . | -11% | i | 19%
COc1ccccc1C(=O)C1CCCN(C(=O)c2cn3cc(Cl)ccc3n2)C1 (configuration not stated) | -1% | 7% | -9% | 0.6% | 5%
CC(C)S(=O)(=O)C1=NSC2=NC(=O)/C(=C\c3ccc(OC(=O)c4ccco4)cc3)C(=N)N21 | ? | 4% | 6% | 0.1% | ?
CCN(CC)c1ccc(/C=N/NC(=O)CC(C)C)cc1 | 10% | 0% | 5% | i | 3%
COc1ccc(-n2c(COc3ccc(C)cc3)nnc2SCC(N)=O)cc1 | -5% | 3% | -1% | 0.8% | 16%
CCSc1nc2ccccc2n1C(=O)Oc1ccccc1 | -3% | 4% | -1% | 7.5% | -2%
C=CCOC(=O)C1=C(C)Nc2nnnn2C1c1cccs1 (configuration not stated) | 0% | -4% | 5% | 0.3% | 19%
c1ccc(COc2ccc(OCCCCN3CCCC3)cc2)cc1 | 2% | -7% | 7% | i | 45%
Cc1ccc(C(C)C)c(OCC(=O)NNCC(=O)Nc2cccc(F)c2)c1 | ? | . | -2% | 6.1% | ?
COC(=O)c1[nH]c2ccc(C)cc2c1NC(=O)Nc1ccc(OC)cc1 | -2% | 4% | -8% | 8.4% | -18%
CCNC(=S)N/N=C(\C)c1cc2ccccc2o1 | ? | 1% | -1% | 2.0% | ?
O=C(CN1CCN(S(=O)(=O)/C=C/c2ccccc2)CC1)Nc1ccc(N2CCOCC2)cc1 | -8% | 1% | 7% | 1.5% | 17%
CC(c1ccc(F)cc1)n1c(-c2cccs2)n[nH]c1=S (configuration not stated) | 1% | -11% | -2% | 0.4% | -13%
CC(Oc1ccc(Br)cc1)c1nc2c3ccccc3nc(=S)n2[nH]1 (configuration not stated) | 45% | 29% | -2% | i | 15%
COC(=O)c1cc2n(n1)CCN(Cc1ccc(F)cc1)C2=O | -11% | 10% | 2% | 4.9% | -4%
CCCOc1c(Cl)cc(C(=O)Nc2ccc3c(c2)OCO3)cc1OCC | 5% | -1% | 2% | 13% | 6%
Oc1[nH]c2ccccc2c1N=Nc1ccccc1F | 21% | 0% | -5% | 0.9% | 6%
C=CCN(C(=O)c1csnn1)C(C(=O)NCc1ccccc1)c1c(F)cccc1Cl (configuration not stated) | 0% | -1% | 5% | 0.4% | 9%
Cc1ccc(-c2nc3ccccc3c(=O)n2-n2cccc2)cc1 | -7% | -3% | 9% | 0.8% | .
CC(=O)N1CC(C)Oc2ccc(S(=O)(=O)NC(CC(=O)O)c3cc(C)ccc3C)cc21 (configuration not stated) | 1% | 1% | -7% | 4.4% | -11%
CCC1CCCCN1C(=O)CCS(=O)(=O)c1ccccc1 (configuration not stated) | -13% | -6% | -5% | i | -3%
CC(C)NC[C@@H](O)COc1ccc(CC(N)=O)cc1 | -3% | -10% | -2% | 0.5% | -3%
O=C(Nc1cc(S(=O)(=O)N2CCOCC2)ccc1Cl)C(=O)c1c(-c2ccccc2)cc2ccccn12 | -12% | -7% | 3% | i | 33%
CN(CC(=O)Nc1cccc(F)c1)C(=O)c1ccc(N2C(=O)c3ccccc3C2=O)cc1 | -4% | . | 3% | 3.9% | 2%

Screens (PubChem BioAssay)
